# High-throughput results as filed in PubChem.
# ELG1 repair inh – inhibitors of ELG1-dependent DNA repair in HEK293T cells; AID 504467; Potency, µM (doses to about 46.1 µM), without a hit: at the highest dose activity change, negative = inhibition, actives largely listed as inhibitors; 2.3% of 330,000 active; HEK293T ELG1-luciferase reporter, luminescence, 16 h; DNA damage induced by 5-fluorouridine; also: potency is read from the fitted curve at half-maximal effect; % is scaled to controls: 0 for no effect and ±100 for the full control effect; nearly all actives have a fitted effect of over 55% in size
#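 Quantitative HTS, concentration-response format. 2,000 cells/well co-treated with 5-fluorouridine and compound, 16 hr in 5% CO2 at 37 °C; ONE-Glo luminescence read after 30 min.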
# NPC1 prom act – NPC1 promoter activation | Huh7 NPC1 promoter luciferase reporter, 24 h | Potency, µM (titrated, usually from 9.22 µM), without a hit: at the highest dose activation, hits mostly activators | 2.4% of 320,000 active | AID 485313;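 also: potency is read from the fitted curve at half-maximal effect; % of control where 0% means no effect; nearly all actives have a fitted effect of over 60% in size; reporter is driven by a mutant NPC1 promoter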
#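 Stably transfected Huh7 (NPC1 promoter→luciferase), 1500 cells/well in Opti-MEM + 10% FBS, 2 h settle, then compound 24 h at 37 °C. Luminescence after 10 min with Amplite reagent.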
# MBNL1 CUG block – blocks human MBNL1 binding to CUG repeat RNA; Q9NR56; TR-FRET MBNL1-His/biotin-(CUG)12 binding, 665/545 ratio; Potency, µM (titrated, usually from 57.5 µM), for the others: at the top dose activity change, negative = inhibition, hits mostly inhibitors; 0.036% of 280,000 active; active = well fitted inhibition curve with a large enough effect in the signal ratio, with a control signal flat, not every such curve was filed as active; inconclusive = small, poorly fitted or top-dose-only effect, or effect the other way, or a change in a side signal; inactive = no such curve, though single readings can be large or run the other way; the % refers to the signal ratio; also: potency is read from the fitted curve at half-maximal effect; % is scaled to controls: 0 for no effect and ±100 for the full control effect
#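 Inhibition of protein-RNA binding appears as loss of TR-FRET between terbium anti-His antibody on MBNL1-His and streptavidin-XL665 on biotin-(CUG)12. Activity is normalized to buffer-only and uninhibited-complex controls.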
# Menin MLL FP TR – inhibitors of human menin-MLL interaction, mutant MLL peptide | 0.23% of 270,000 active | O00255 | Potency, µM (series often up to 61.6 µM), without a hit: at the top dose FP activity change, negative = inhibition, hits mostly inhibitors | Menin + Texas Red MLL mutant peptide, fluorescence polarization | AID 1768; active = well fitted inhibition curve with a large enough effect in the polarisation, with a control signal flat, not every such curve was filed as active; inconclusive = small, poorly fitted or top-dose-only effect, or effect the other way, or a change in a side signal; inactive = no such curve, though single readings can be large or run the other way; the % refers to the polarisation; also: potency is read from the fitted curve at half-maximal effect; % of control where 0% means no effect; many of its hits are not listed in these tables
# Target sequence (O00255 whole entry, looked up): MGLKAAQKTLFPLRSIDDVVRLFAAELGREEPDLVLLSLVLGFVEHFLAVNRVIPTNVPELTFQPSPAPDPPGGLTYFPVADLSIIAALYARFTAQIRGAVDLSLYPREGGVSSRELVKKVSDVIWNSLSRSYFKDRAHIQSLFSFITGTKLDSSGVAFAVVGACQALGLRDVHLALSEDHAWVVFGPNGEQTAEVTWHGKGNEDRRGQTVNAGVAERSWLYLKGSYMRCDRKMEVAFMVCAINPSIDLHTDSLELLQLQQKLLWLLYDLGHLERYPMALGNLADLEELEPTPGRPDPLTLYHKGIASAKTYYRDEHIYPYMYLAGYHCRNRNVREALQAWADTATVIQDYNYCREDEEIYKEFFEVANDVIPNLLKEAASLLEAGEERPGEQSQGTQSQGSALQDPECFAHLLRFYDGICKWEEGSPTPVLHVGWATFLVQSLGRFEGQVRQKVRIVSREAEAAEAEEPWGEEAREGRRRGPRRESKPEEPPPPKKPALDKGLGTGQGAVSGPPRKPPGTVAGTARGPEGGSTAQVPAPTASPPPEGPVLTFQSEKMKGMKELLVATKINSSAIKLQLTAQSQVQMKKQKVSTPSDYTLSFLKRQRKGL
# Gal4-VP16 FLuc – counter-screen for ROR gamma inhibitors: Gal4-VP16 reporter. Drosophila S2 Gal4-VP16 UAS-luciferase, luminescence, 20 h. Potency, µM (titrated, usually from 53.6 µM), without a hit: top-dose activity, negative = inhibition, actives largely listed as inhibitors. 3.5% of 310,000 active. AID 2546;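 also: Gal4-VP16 expression switched on by copper sulfate through the metallothionein promoter; potency is read from the fitted curve at half-maximal effect; % is scaled to controls: 0 for no effect and ±100 for the full control effect; nearly all actives have a fitted effect of over 50% in size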
# RORg inh – blocks mouse ROR gamma transcriptional activity. AID 2551. Drosophila S2 Gal4-RORgamma UAS-luciferase reporter, 20 h. Potency, µM (highest dose often 53.6 µM), inactives show top-dose activity change, negative = inhibition, usual class: inhibitors. 5.4% of 310,000 active. P51450; also: potency is read from the fitted curve at half-maximal effect; % is scaled to controls: 0 for no effect and ±100 for the full control effect; nearly all actives have a fitted effect of over 60% in size
#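 A Gal4/UAS one-hybrid system in insect cells: metallothionein-promoter Gal4–ROR gamma fusion plus Photinus luciferase reporter. Copper sulfate 700 uM final, 20 hr ambient incubation, luminescent detection after 10 min with reagent.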
# Mito fusion yeast – mitochondrial division inhibition or fusion activation | 0.23% of 320,000 active | AID 485298 | Potency, µM (highest dose often 46.1 µM), for the others: at the highest dose growth rescue (activation), hits mostly activators | S. cerevisiae fusion-defective mutant growth rescue, CellTiterGlo 48 h;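 also: potency is read from the fitted curve at half-maximal effect; % of control where 0% means no effect; nearly all actives have a fitted effect of over 45% in size; temperature-sensitive fusion mutants such as fzo1-1 at 37 °C on non-fermentable ethanol glycerol medium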
#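 Read-out: ATP-based luminescence (CellTiterGlo, 10 min ambient) reporting growth of fusion-defective ts yeast after 48 hours at 37C on glycerol/ethanol YPEG medium in the presence of compound.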
# Rab9 prom act – activates the Rab9 promoter | Potency, µM (series often up to 9.22 µM), for the others: at the highest dose activation, negative = inhibition, most hits filed as activators | 2.8% of 320,000 active | AID 485297 | Huh7 Rab9 promoter-luciferase reporter, luminescence, 24 h; also: potency is read from the fitted curve at half-maximal effect; % of control where 0% means no effect; nearly all actives have a fitted effect of over 60% in size
#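 Luminescence from Amplite-detected luciferase (10 minutes, ambient) reports Rab9 promoter activation. Before that, stable Rab9-luciferase Huh7 cells (1500/well, reduced-serum OP-MEM I plus 10% FBS) were exposed to compound for 24 hours at 37C.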
# KCNH2 3.1 block – blocks the human KCNH2 3.1 channel isoform | U2OS KCNH2 3.1, thallium flux FluxOr; stronger effect = lower value | activity change, % (tested at about 1.8 µM) | 0.95% of 340,000 active | AID 720553;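 active = maximum activity change below -70%; inconclusive = maximum activity change from -70% to -50%; inactive = maximum activity change above -50%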;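 also: thallium influx rate constant from kinetic fluorescence after stimulation buffer; % is scaled to controls: 0 for no effect and ±100 for the full control effect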
#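 Steps: virus added to U2OS suspension (4 h, RT, dark); medium with 10% FBS added, cells plated, 37 C overnight; FluxOr/Red40 loading buffer 45 min RT; stimulation buffer, 2 min kinetic read; rate constant normalized.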
# FLuc modulator – inhibits or activates purified firefly luciferase, miR-21 counter-screen | P08659 | purified FLuc, Km substrates, luminescence inhibition | Potency, µM (highest dose often 57.5 µM), for inactives: top-dose activity change, negative = inhibition, actives largely listed as inhibitors | 6.9% of 360,000 active;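 also: potency is read from the fitted curve at half-maximal effect; plate controls were vehicle for no effect and reference inhibitor for full effect; nearly all actives have a fitted effect of over 55% in size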
# Target sequence (P08659 whole entry, looked up): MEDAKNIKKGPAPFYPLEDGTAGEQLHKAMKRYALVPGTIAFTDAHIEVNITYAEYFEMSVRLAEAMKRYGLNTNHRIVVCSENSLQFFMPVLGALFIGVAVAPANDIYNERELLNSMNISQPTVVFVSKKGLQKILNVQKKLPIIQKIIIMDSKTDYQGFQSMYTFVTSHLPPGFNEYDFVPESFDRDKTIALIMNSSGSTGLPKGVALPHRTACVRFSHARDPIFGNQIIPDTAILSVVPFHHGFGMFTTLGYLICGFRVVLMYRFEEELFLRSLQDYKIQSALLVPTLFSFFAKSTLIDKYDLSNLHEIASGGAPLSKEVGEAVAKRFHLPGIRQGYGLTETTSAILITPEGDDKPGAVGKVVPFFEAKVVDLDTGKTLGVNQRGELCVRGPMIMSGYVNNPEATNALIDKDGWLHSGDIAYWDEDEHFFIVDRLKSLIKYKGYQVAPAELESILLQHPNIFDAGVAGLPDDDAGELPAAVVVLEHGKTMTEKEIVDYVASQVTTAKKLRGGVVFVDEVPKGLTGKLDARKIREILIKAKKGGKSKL
#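 Purified P. pyralis luciferase, 10 nM final, with Km-level 10 uM D-luciferin and 10 uM ATP in 50 mM Tris acetate pH 7.5, 10 mM Mg acetate, 0.01% Tween-20, 0.05% BSA; 6-point qHTS titration about 60 µM downward; luminescence read.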
# PKM2 act – increases activity of human pyruvate kinase M2. 0.34% of 260,000 active. P14618. Potency, µM (series often up to 57.5 µM), for inactives: top-dose activation, actives largely listed as activators. purified PKM2, Kinase-Glo ATP luminescence, activation; response scale: 0% is enzyme alone, no compound. AID 1631; also: potency is read from the fitted curve at half-maximal effect; % is scaled to controls: 0 for no effect and ±100 for the full control effect; nearly all actives have a fitted effect of over 55% in size
#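 ATP formation by purified human PK-M2, quantified via coupled luciferase luminescence after 1 h at room temperature with 0.1 mM ADP and 0.5 mM PEP final.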
# The depositor's hits bear a star; ? = inconclusive; . = not tested or not shown; [ ] = another dose, or the depositor's remark. Unless noted, calls follow the shape of the dose curve; as a rule, active = well fitted curve in the direction sought with a large enough effect; inconclusive = small, poorly fitted or top-dose-only effect, or another doubt; inactive = no such curve, though single readings can be large; an effect the other way counts as inactive or inconclusive. A portion of the library; count on the stated rates, not on these rows.
SMILES,ELG1 repair inh,NPC1 prom act,MBNL1 CUG block,Menin MLL FP TR,Gal4-VP16 FLuc,RORg inh,Mito fusion yeast,Rab9 prom act,KCNH2 3.1 block,FLuc modulator,PKM2 act
Brc1ccc(OCCCN2CCOCC2)cc1,?,0.1%,-0.7%,-8.5%,-0.1%,15.9%,-6.5%,-0.7%,0.6,-7.2%,5.4%
CCC(=O)N1CCCc2cc(S(=O)(=O)N3CCC(N4CCCCC4)CC3)ccc21,7.3%,2.6%,-5.2%,-22.1%,-2.8%,-21.3%,0.3%,-1.9%,18.3,4.8%,-3.4%
O=C(c1cc(C2CC2)nn1-c1ccccc1)N1CCN(S(=O)(=O)c2cccc(F)c2)CC1,?,1.4%,.,.,.,.,7.8%,1.5%,0.1,-0.7%,.
COc1cc2c(cc1OC)C(C)N(S(=O)(=O)c1cccs1)CC2 (stereo unspecified),-12.1%,-1.3%,-2.9%,0.2%,-6.1%,-3.0%,15.1%,-7.5%,-4.0,0.0%,.
CC(=O)C(=[N+]=[N-])C(=O)NCc1ccccc1,9.4%,-1.0%,?,-0.1%,-4.4%[0.365 µM],39.1%,-7.1%,0.7%,-3.2,0.5%,-3.3%
Cc1ccc(OCC(=O)Nc2ccc(Cl)cc2)c(-n2nc3ccccc3n2)c1,-4.9%,-1.5%,1.9%,-14.2%,2.0%,2.9%,0.4%,-0.3%,4.1,-0.9%,-1.2%
Cc1ccc(S(=O)(=O)NCC(=O)N(CC2CCCO2)C(C(=O)NCC2CCCO2)C(C)C)cc1 (stereo unspecified),1.0%,-8.8%,-4.7%,-16.5%,3.3%,0.0%,-3.8%,-3.2%,-0.5,0.4%,.
O=C(Cc1ccccc1Cl)Nc1cc(S(=O)(=O)N2CCOCC2)ccc1N1CCOCC1,-12.6%,-1.4%,.,.,.,.,2.8%,0.7%,17.7,-0.6%,.
OCCNc1ccc(Cl)cc1,?,-1.9%,-4.2%,-1.0%,3.8%,-2.7%[10 µM],-6.0%,26.1%,3.8,5.4%,4.4%
COc1ccccc1C1C(C(C)=O)=C(O)C(=O)N1CCc1ccccc1 (stereo unspecified),-5.7%,-0.9%,9.5%,0.0%,24.1%,?,-4.7%,-1.9%,11.2,3.5%,-0.5%
COc1cc([N+](=O)[O-])ccc1NC(=O)Nc1nc2c(s1)CCCC2,27.2%,-2.2%,?,?,-5.4%,14.6%,-6.5%,2.7%,-9.6,1.5%,2.6%
O=C(N/N=C/c1c[nH]c2ccccc12)c1cccs1,?,?,?,.,?,?,-2.8%,?,8.5,9.53µM*,1.4%
O=C(CSc1ccc(Br)cc1)Nc1ccccc1N1CCOCC1,-8.1%,-0.8%,-5.1%,.,-7.0%,36.3%,-0.2%,-1.0%,23.2,-4.9%,0.1%
Cc1csc(NC(=O)CCN2C(=O)c3ccccc3S2(=O)=O)n1,-1.5%,-3.2%,9.1%,16.4%,?,?,-2.2%,-2.6%,2.9,1.6%[2.3 µM],11.8%
O=C(NCc1ccco1)c1ccc(CS(=O)Cc2ccc(Cl)cc2)o1 (stereo unspecified),6.5%,1.0%,0.5%,.,13.3%,25.1%,-13.7%,-14.0%,-2.7,2.4%,.
CN(c1cccnc1)c1ncnc2[nH]ncc12,-8.2%,-0.2%,-9.9%,.,1.1%,-0.8%,0.2%,-10.7%,-1.1,0.9%,-0.4%
COc1ccc([N+](=O)[O-])cc1NC(=O)Nc1cccc(Cl)c1,?,-15.9%,-12.6%[11.5 µM],?,?,43.2%,.,-15.0%,-1.3,-1.2%,-8.1%
COC(=O)c1oc2ccc(Br)cc2c1NC(=O)CCN1CCOCC1,-19.5%,-3.4%,21.9%,0.5%,-7.5%,2.2%,-0.2%,-7.2%,-9.4,-2.1%,0.8%
COc1ccccc1NC(=O)c1ccc(NC(=O)c2cc3c(s2)CCC3)cc1,?,-8.0%,4.1%,-19.4%,0.5%,25.9%,-3.6%,-10.4%,-0.2,8.2%,-0.7%
CC(=O)Nc1sc(C)c(C)c1CN1CCN(S(=O)(=O)c2ccccc2)CC1,?,-1.0%,0.3%,-18.4%,.,-26.4%[0.365 µM],10.6%,-3.0%,12.9,2.8%,-2.6%
O=C(/C=C/c1ccc(Cl)cc1)NCc1cccs1,?,7.9%,3.7%,-4.8%,10.5%,?,17.4%,12.4%,-7.8,15.1µM*,-0.3%
Cn1c(=O)oc2cc(S(=O)(=O)NC3CCCc4ccccc43)ccc21 (stereo unspecified),2.8%,-0.1%,4.9%,0.9%,-14.9%,-11.7%,2.0%,2.4%,7.4,6.8%,2.4%
COc1ccccc1-c1cn[nH]c1-c1ccc(OCc2ccc([N+](=O)[O-])cc2)cc1O,?,-3.0%,-5.6%,.,-21.1%,?,1.8%,-6.9%,9.5,-0.9%,-1.9%
COc1ccc(C(=O)NCCN2CCCC2)cc1,-2.3%,-4.7%,8.0%,-11.4%,-0.9%,1.4%,2.9%,-0.8%,-0.7,-0.7%,9.7%[11.5 µM]
CCOc1ccc(CCNS(=O)(=O)c2ccc(-c3ccc(=O)[nH]n3)o2)cc1OCC,-8.1%,-3.2%,?,21.4%,2.2%,-4.9%,8.7%,-0.1%,14.6,1.0%,.

# Later entries:
SMILES,ELG1 repair inh,NPC1 prom act,MBNL1 CUG block,Menin MLL FP TR,Gal4-VP16 FLuc,RORg inh,Mito fusion yeast,Rab9 prom act,KCNH2 3.1 block,FLuc modulator,PKM2 act
CC(=O)Nc1nc2ccc(S(=O)(=O)N3CCCCC3)cc2s1,-2.6%,-2.8%,-1.4%,.,1.2%,-30.0%,-0.2%,-0.1%,10.9,4.1%,4.2%
Cn1c(=O)n(C)c2cc(N3CCCCC3)c(NC(=O)c3cccc(Cl)c3)cc21,-0.9%,-13.5%,176.1%[activator],.,-11.8%,-1.0%,6.6%,-0.4%,-14.1,0.0%,.
Cc1cc(C)nc(SCc2nnc(SCC(=O)N3CCCc4ccccc43)o2)n1,-9.6%,-7.3%,3.7%,-1.9%,5.8%,25.3%,11.8%,-6.1%,-5.9,5.4%,0.8%
CC(=O)C1=C(O)C(=O)N(Cc2cccnc2)C1c1ccc(C(C)C)cc1 (stereo unspecified),-6.0%,-4.1%,4.1%,13.9%,?,1.2%,4.47µM*,-11.0%,1.8,2.9%,5.1%
CN(C)c1ccc(/C=N/NC(=O)CSc2ccccn2)cc1,?,27.0%,.,.,2.0%,3.3%,3.0%,?,3.8,12µM*,-1.0%
CN(Cc1ccccc1)c1nnc(N)s1,15.7%,0.6%,-8.1%,-3.8%,6.8%,10.6%,0.8%,-6.6%,-3.0,5.2%,-1.0%
COc1ccc(-c2nnc(-c3cccnc3)o2)cc1OC,9.9%,8.5%,-4.4%,-3.3%,12.1%,21.3%,-0.6%,19.5%,-23.9,?,-1.1%
Fc1ccc2[nH]c3c(N4CCN(C5CCCCC5)CC4)ncnc3c2c1,-1.1%,-3.7%,0.1%,0.2%,5.4%,0.9%,-0.4%,-2.7%,.,2.4%,1.5%
Cc1ccccc1-c1nc(CN2CCC(C(=O)NCC3CCCO3)CC2)c(C)o1 (stereo unspecified),-10.0%,1.5%,3.9%,-21.6%,-7.5%,-1.9%,-2.6%,-1.3%,-3.7,-1.4%,5.0%
O=C(CN(C(=O)Cn1nnc(-c2ccc(F)cc2)n1)c1ccc(F)c(Cl)c1)NCC1CCCO1 (stereo unspecified),8.3%,-5.1%,-3.4%,7.6%,-1.9%,21.6%,20.1%,15.8%,8.2,2.6%,11.2%
CCOC(=O)/C(C#N)=C/Nc1cc(OC)ccc1OC,?,-0.6%,4.9%,7.7%,-7.2%,5.6%,-5.8%,-2.7%,-16.8,4.4%,-2.8%
CCOc1ccc(CCNC(=O)C2CCCN(c3nnc(-n4cccc4)s3)C2)cc1OCC (stereo unspecified),?,2.8%,-2.1%,-26.5%,2.2%,4.6%,4.9%,-4.7%,3.3,-1.5%,6.2%
COc1ccc(S(=O)(=O)N2CCOC2CNC(=O)C(=O)NCc2ccco2)cc1 (stereo unspecified),-16.6%,-1.6%,-7.8%,.,6.7%,24.8%,-1.0%,1.0%,4.9,-2.1%,3.7%
Cc1ccc(NC(=O)CC(C)CC(=O)NCc2ccccc2)cc1Cl (stereo unspecified),-14.6%,4.9%,0.7%,-1.3%,1.2%,-5.2%,-1.3%,-1.8%,-5.1,3.4%,-1.2%
Cc1c(-c2ccc(OCc3ccccc3)cc2)nc2ccccc2c1C(=O)O,?,15.7%,11.8%,14.0%,-4.9%,?,-4.8%,2.9%,1.2,21.3µM*,.
